# MITF inh – blocks human microphthalmia-associated transcription factor; AlphaScreen MITF homodimerization, bead proximity signal; inhibition, % at 2.6 µM; 650,000 compounds, 0.91% hits; AID 1259374; in the data active = inhibition above about 50%;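 also: 0% = vehicle wells with protein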
# Target sequence (O75030 whole entry, looked up): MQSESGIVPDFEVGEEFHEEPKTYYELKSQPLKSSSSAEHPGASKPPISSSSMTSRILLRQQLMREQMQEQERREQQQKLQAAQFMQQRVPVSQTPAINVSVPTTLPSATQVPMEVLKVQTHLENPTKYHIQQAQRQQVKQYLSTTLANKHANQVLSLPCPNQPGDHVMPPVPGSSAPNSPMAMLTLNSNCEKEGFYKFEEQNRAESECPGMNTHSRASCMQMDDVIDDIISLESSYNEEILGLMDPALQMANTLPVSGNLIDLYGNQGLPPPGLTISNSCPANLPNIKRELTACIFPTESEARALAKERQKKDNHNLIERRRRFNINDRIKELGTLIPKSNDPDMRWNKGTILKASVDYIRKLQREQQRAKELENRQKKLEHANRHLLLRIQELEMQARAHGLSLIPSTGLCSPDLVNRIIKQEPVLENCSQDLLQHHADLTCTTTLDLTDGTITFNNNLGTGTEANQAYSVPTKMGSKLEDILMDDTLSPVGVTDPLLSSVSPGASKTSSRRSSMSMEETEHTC
# FBW7 act – human FBW7 E3 ligase activation, primary screen | AlphaScreen FBW7–phospho-cyclin E peptide binding, activator screen | normalized activity (activation), % at 26.1 µM | 650,000 compounds, 0.13% hits; in the data active = normalized activity above about 1.9%;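 also: purified mutant Fbw7 with reduced substrate affinity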
# GPR151 ag – human GPR151 activation | AID 1508602 | 650,000 compounds, 1% hits | Q8TDV0 | PathHunter beta-arrestin GPR151 cells, luminescence | activation, % at 11.2 µM; in the data active = activation above about 4.9%;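 also: 0% = median of compound wells and 100% = cells with positive control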
# Target sequence (Q8TDV0 whole entry, looked up): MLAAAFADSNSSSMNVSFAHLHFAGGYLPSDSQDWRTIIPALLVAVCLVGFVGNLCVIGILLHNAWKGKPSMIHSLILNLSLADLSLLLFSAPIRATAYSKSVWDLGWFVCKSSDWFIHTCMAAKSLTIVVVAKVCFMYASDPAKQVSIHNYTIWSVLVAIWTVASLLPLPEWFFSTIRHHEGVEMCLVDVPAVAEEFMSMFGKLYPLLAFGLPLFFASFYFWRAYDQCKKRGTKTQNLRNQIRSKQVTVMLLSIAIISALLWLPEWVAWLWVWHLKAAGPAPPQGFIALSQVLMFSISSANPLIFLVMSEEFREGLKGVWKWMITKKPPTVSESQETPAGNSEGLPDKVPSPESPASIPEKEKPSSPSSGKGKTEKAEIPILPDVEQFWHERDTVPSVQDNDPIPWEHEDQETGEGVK
# TEAD-YAP inh – TEAD-YAP interaction inhibition. HEK-TIYL cells, TEAD-Gal4/YAP UAS-luciferase luminescence. inhibition, % at 9.12 µM. 640,000 compounds, 1.4% hits. AID 1259422; in the data active = inhibition above about 32%;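 also: 0% = median of test compound wells and 100% = reference inhibitor wells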
# Numbers without * were called inactive.
# Results follow in this order: GPR151 ag	FBW7 act	TEAD-YAP inh	MITF inh
COc1cccc(CNC(=O)c2ccc3c(c2)NC(=O)C(CS(=O)(=O)Cc2cccc(F)c2)N3)c1 (centres undefined)
 : -0.5	1.2	-5	28
Cc1cc2c(c(=O)n1CC1CCCO1)C(c1ccccc1)C(C#N)=C(N)O2 (centres undefined)
 : 0.8	-0.1	5	-9
O=c1[nH]n(CC2COC3(CCCCC3)O2)c(=O)c2ccccc12 (centres undefined)
 : 1.8	1.0	-44	3
CCS(=O)(=O)NC(C)c1nc(-c2ccncc2)n[nH]1 (centres undefined)
 : -0.6	1.0	-8	18
Cc1cc(Cl)c(OCCNCCO)c(Br)c1
 : -0.8	-0.1	11	-2
Cc1cc(NC(=O)COC(=O)CCC2CCCC2)no1
 : 0.0	0.5	7	10
CCOC(=O)CCCN1C(=O)c2cccc3cccc(c23)C1=O
 : -0.5	0.1	-10	-19
O=C(O)C1CCCN(S(=O)(=O)c2ccc(Cl)s2)C1 (centres undefined)
 : -0.2	0.2	-3	21
O=C(COc1ccccc1Br)Nc1ccc([N+](=O)[O-])cc1
 : 3.0	0.5	-32	10
O=C1c2cccnc2C(Nc2ccccc2Br)N1Cc1ccco1 (centres undefined)
 : -0.6	0.8	9	0
O=C(Nc1ccc([N+](=O)[O-])cc1)Nc1ccc2c3c(cccc13)CC2
 : -0.7	0.3	-2	8
CCOc1ccc(/C(O)=C2/C(=O)C(=O)N(CCN3CCOCC3)C2c2ccc(OC)c(OC)c2)cc1C (centres undefined)
 : -0.3	0.2	10	5
Cc1ccc2c(CSc3nnnn3C)cc(=O)oc2c1
 : 3.3	0.6	6	6
CCSC1=NC2(CCCCC2)Nc2sc3c(c21)CCCC3
 : 1.3	0.1	1	7
CC1=C(C#N)C(=O)N(C)C(=O)/C1=C\c1ccc(-c2cccc(C(=O)OC(C)C)c2)o1
 : 0.0	0.0	7	25
COc1cc2cc(CN(CCN(C)C)C(=O)NC3CCCCC3)c(=O)[nH]c2cc1OC
 : -0.1	1.1	9	11
O=C(CSc1nc2ccccc2o1)Nc1nccs1
 : 0.0	0.4	-23	15
O=C1[C@@H]2CCCN2C(=O)c2ccccc2N1CCN1CCCCC1
 : 0.2	0.0	0	1
CCOc1ccc(C(=O)Nc2ccc(-c3nc4cc(Cl)ccc4o3)cc2)cc1Cl
 : 2.7	0.8	-12	17
Cc1ccc(/C=C/C(=O)N2CCN(c3cccc(C(F)(F)F)c3)CC2)o1
 : -0.8	0.9	21	9
CCN(CC)CCNC(=O)C(=O)NC(C)C(c1cccs1)N1CCN(CC)CC1 (centres undefined)
 : -0.1	0.7	2	2
Cc1ccccc1SCC(=O)NNC(=O)Cn1c(C(F)(F)F)nc2ccccc21
 : 2.9	0.1	14	3
CC(=O)c1ccccc1N(C(=O)c1ccco1)C(C(=O)NC1CCCC1)c1ccco1 (centres undefined)
 : 0.1	0.1	-2	5
O=C(Nc1ccc2scnc2c1)c1ccc2ccccc2c1
 : -4.8	-0.1	66*	6
CCOc1cc(/C=C2\SC(=S)N(C(C)C)C2=O)ccc1O
 : 0.2	0.1	-8	4
COc1ccc(/C(C)=N/OC/C(O)=C(\C#N)c2nc3ccccc3[nH]2)cc1OC
 : 0.9	-0.2	0	5
COC(=O)C1C(=O)N2CCCSC2=C(C#N)C1c1cccs1 (centres undefined)
 : 0.0	0.1	-4	11
O=C(O)CCC(=O)N1N=C(c2ccco2)CC1c1ccccc1Cl (centres undefined)
 : -0.3	0.6	-15	19
Cc1ccc(SCCNC(=O)CN(c2cc(C)ccc2C)S(C)(=O)=O)cc1
 : 0.9	-0.1	1	-7
OCCN1CCN(c2cc(-c3ccccc3F)nc(-c3ccccn3)n2)CC1
 : -1.5	-0.2	5	20
O=C(c1ccccc1Cl)N1CCN(S(=O)(=O)c2cc3c4c(c2)CCN4C(=O)CC3)CC1
 : -0.2	0.2	11	16
COc1ccc(C(=O)NCCNC(=O)c2ccc(NC(=O)C3CC3)cc2)c(OC)c1
 : 0.9	0.3	-7	10
O=C1CCCN1CCCNc1nc(N2CCCC2CO)nc2c1ncn2-c1ccccc1 (centres undefined)
 : -0.4	0.1	47*	5
CCC(=O)NC(Nc1sc2c(c1C#N)CCC(C(C)(C)C)C2)(C(=O)OC)C(F)(F)F (centres undefined)
 : 0.1	0.4	8	11
C/C(=N\N=C1\NC(=O)C(CC(=O)Nc2ccccc2)S1)C(C)C (centres undefined)
 : 2.1	0.1	6	5
Cc1cnc(C)c(-c2cccc3c2OC(CNC(=O)C[C@@H]2C[C@@H](C)NC(=S)N2)C3)n1 (some centres undefined)
 : -0.4	0.1	-4	9
CC(=O)c1cccc(-c2nc(NCc3ccccc3)c3ncn(-c4ccsc4)c3n2)c1
 : 3.8	0.1	14	7
COc1ccc(C2CC(c3ccccc3)=NN2C(=O)CCCC(=O)O)cc1OC (centres undefined)
 : 0.6	0.1	6	-6
CCOC(=O)C(Cc1cc(C(C)=O)ccc1OC(C)C)C(=O)OCC
 : 1.0	0.0	5	4
CC1(C)Cc2cccc(C(=O)NCc3cccnc3)c2O1
 : -0.6	0.1	-8	29
CCOC(=O)C1=C(C)N=c2s/c(=C\c3cc(Br)ccc3OC(C)=O)c(=O)n2C1c1ccc(C)cc1 (centres undefined)
 : -1.1	0.4	-3	14
CCOc1nc(C)ccc1-c1noc(-c2ccc(OC)c(OC)c2)n1
 : -0.3	0.2	-2	7
CCCNc1ccnc(Nc2ccncn2)n1
 : -0.5	0.2	-18	0
COc1ccc(S(=O)(=O)N/N=C/c2ccc3c(c2)OCO3)cc1
 : 0.4	0.0	1	-4
NC(=O)Nc1ccc(C(=O)Nc2nc3ccccc3[nH]2)cc1
 : -4.5	0.0	-25	-7

# Nothing new here: four of the compounds above.
# Results follow in this order: GPR151 ag	FBW7 act	TEAD-YAP inh	MITF inh
Cc1cnc(C)c(-c2cccc3c2OC(CNC(=O)C[C@@H]2C[C@@H](C)NC(=S)N2)C3)n1 (some centres undefined)
 : -0.4	0.1	-4	9
CC(=O)c1cccc(-c2nc(NCc3ccccc3)c3ncn(-c4ccsc4)c3n2)c1
 : 3.8	0.1	14	7
COc1ccc(C2CC(c3ccccc3)=NN2C(=O)CCCC(=O)O)cc1OC (centres undefined)
 : 0.6	0.1	6	-6
CCOC(=O)C(Cc1cc(C(C)=O)ccc1OC(C)C)C(=O)OCC
 : 1.0	0.0	5	4

# Remaining list, next part.
# Results follow in this order: GPR151 ag	FBW7 act	TEAD-YAP inh	MITF inh
Cc1ccc(-n2c(C)cc(/C=C3/NC(=S)NC3=O)c2C)cc1C
 : -1.5	0.0	-8	13
CC1CC(C)CN(S(=O)(=O)c2ccc(C(=O)Nc3nc4ccc(Cl)cc4s3)cc2)C1 (centres undefined)
 : -0.4	-0.1	5	6
CCC(C)n1c(O)c(/C=C2\C=Nc3ccccc32)c(=O)[nH]c1=S (centres undefined)
 : -1.2	-0.1	10	1
COCc1cc(C)c2c(N)c(C(=O)c3ccc(C)cc3C)sc2n1
 : 2.2	3.7*	-5	-28
O=C(c1ccc(-c2ccccc2)cc1)C1CCCN(C(=O)c2cn3ccsc3n2)C1 (centres undefined)
 : -0.3	-0.1	-16	-10
O=C(c1ccccc1)N1CCN(C2CC(=O)N(c3cccc(Cl)c3)C2=O)CC1 (centres undefined)
 : 1.0	0.0	-7	1
Cc1cc2nc3c(=O)n(C)c(=O)n(C)c3nc2cc1N
 : -1.4	0.0	2	8
COC(=O)C1=C(C)Nc2ncnn2C1c1ccccc1 (centres undefined)
 : 0.4	0.0	5	-2
Cc1ccc(NC(=O)CSc2nc3ccccc3c(=O)n2CC2CCC(C(=O)NCC3CCCO3)CC2)cc1Cl (centres undefined)
 : -1.1	-0.1	15	10
COc1cc(C2NC(=O)N(C)C(C)=C2C(=O)OC(C)C)cc(OC)c1OC (centres undefined)
 : 0.6	0.1	-11	19
Cc1ccc(N2CC(c3nc(-c4ccc(N(C)C)cc4)no3)CC2=O)cc1C (centres undefined)
 : 0.5	-0.6	6	6
Cc1ccc(S(=O)(=O)Nc2ccccc2C(=O)Nc2nc(-c3ccc(F)cc3)cs2)cc1
 : 2.1	-0.2	54*	0
COc1ccc(C(=O)Nc2cccc(-c3nn4c(C)nnc4s3)c2)cc1Cl
 : 0.0	-0.3	-8	-8
CCOc1cc(C(=O)NCC2CCCO2)cc(Br)c1OC (centres undefined)
 : 3.2	0.1	4	3
Cc1ccc(NS(=O)(=O)N2CCCCC2)cc1
 : 1.7	-0.1	3	6
C=C(C)CN(CC)Cc1cc([N+](=O)[O-])ccc1Cl
 : 0.9	-0.3	-4	44
COC(=O)COc1ccc(NC(=O)Cc2ccccc2)cc1
 : 0.2	-0.1	-2	5
CC(C)NC(=O)/C(=C/c1ccco1)c1ccccc1
 : -2.0	0.2	7	18
Cc1ccc(NC(=O)CSc2nnc(CNC(=O)c3ccccc3)o2)cc1Cl
 : -1.3	-0.1	4	2
COc1ccccc1NC(=S)NNc1ccc([N+](=O)[O-])cc1
 : -1.8	0.3	-4	22
COc1ccc(CN(C)Cc2nc(Cc3ccccc3Cl)no2)cc1OC
 : -1.2	-0.2	1	9
COc1cc([N+](=O)[O-])ccc1-n1cccc1/C=C1\C(=N)N2N=CSC2=NC1=O
 : 4.0	0.0	-32	1
CC1C(=O)NN=C1C(=O)N/N=C/c1ccc(OC(=O)c2cccnc2)cc1 (centres undefined)
 : -4.0	0.1	-32	15
CCc1ccc(NC(=O)C(=O)N/N=C(\C)CC(=O)Nc2ccc(F)cc2)cc1
 : -1.0	-0.1	8	2
O=C(C1CCC(CNS(=O)(=O)c2cccc3nsnc23)CC1)N1CCOCC1 (centres undefined)
 : -0.4	0.8	0	24
O=C(Cn1cnc2c(nnn2-c2cccc(Cl)c2)c1=O)N1CCc2ccccc21
 : 0.2	0.1	-7	4
O=C(CSc1nc2ccc(NC(=O)c3ccccc3[N+](=O)[O-])cc2s1)NC1CC1
 : 0.2	-0.3	-11	7
O=C(CCC1CCCC1)Nc1c2c(nn1-c1ccc(F)cc1)CS(=O)(=O)C2
 : 0.9	-0.2	-4	3
CC1CCCC(NC(=O)Cn2nnc(-c3ccccc3Br)n2)C1C (centres undefined)
 : 1.3	0.0	-7	1
CCN(CC)c1ccc(N=Cc2cc([N+](=O)[O-])ccc2O)cc1
 : 1.2	0.2	7	8
CNc1nc(NC(C)(C)C)nc(NC(C)(C)C)n1
 : 1.1	-0.3	3	-8
NC(=O)C1CCN(Cc2ccccc2Br)CC1
 : 1.2	-0.1	1	20
Cc1nn(C)c(C)c1S(=O)(=O)N(CC(=O)N1CCCC1)c1ccc(C(C)C)cc1
 : 0.2	-0.1	-10	5
O=S(=O)(NCC1CCN(Cc2ccccc2)CC1)c1ccc(C(F)(F)F)cc1
 : -0.2	-0.1	-11	0
CC1(C)CC(=O)C(C(c2ccco2)C2C(=O)CC(C)(C)CC2=O)C(=O)C1
 : 2.0	0.0	4	5
O=C(NCCCN1CCOCC1)c1ccc2c(=O)n(-c3ccc(F)c(Cl)c3)c(=S)[nH]c2c1
 : -1.5	0.0	-11	16
NC(=O)NC(=O)CSc1nnc2ccccn12
 : 2.5	-0.1	0	10
CC1(C)C(=O)OC(c2ccccc2[N+](=O)[O-])C(C)(C)C1=O (centres undefined)
 : 0.4	-0.1	9	1
CC(=O)C(C)n1c(N2CCCCC2)nc2c1c(=O)n(C)c(=O)n2C (centres undefined)
 : 1.3	0.2	2	4
CCn1nc(C)c(-c2cc(C(=O)O)[nH]n2)c1C
 : 0.2	0.1	6	18
CSc1ccccc1N1C(=O)CN(Cc2ccc(Oc3ncccn3)cc2)CC1C (centres undefined)
 : 1.4	0.0	7	14
COc1ccc(CCNC(=S)NNC(=O)c2ccoc2C)cc1OC
 : -0.2	0.3	1	25
O=C(Nc1ccc([N+](=O)[O-])cc1O)C1C2CC/C=C\CCC21 (centres undefined)
 : -0.7	-0.1	-22	1
CCCNC(=O)c1ccccc1NS(=O)(=O)c1ccc(OC)c(Cl)c1Cl
 : -0.9	0.8	3	23
Cc1ccc(C(=O)N/C(=C/c2cccnc2)C(=O)NN)cc1
 : -0.9	0.1	-9	14

# One compound at a time, from the list above. Values in the order: GPR151 ag	FBW7 act	TEAD-YAP inh	MITF inh
# `O=C(c1ccc(-c2ccccc2)cc1)C1CCCN(C(=O)c2cn3ccsc3n2)C1` (centres undefined) is listed as -0.3	-0.1	-16	-10
# `Cc1ccc2c(CSc3nnnn3C)cc(=O)oc2c1` is listed as 3.3	0.6	6	6
# `O=C(NCCCN1CCOCC1)c1ccc2c(=O)n(-c3ccc(F)c(Cl)c3)c(=S)[nH]c2c1` is listed as -1.5	0.0	-11	16
# `CC1C(=O)NN=C1C(=O)N/N=C/c1ccc(OC(=O)c2cccnc2)cc1` (centres undefined) is listed as -4.0	0.1	-32	15
# `O=C(CSc1nc2ccc(NC(=O)c3ccccc3[N+](=O)[O-])cc2s1)NC1CC1` is listed as 0.2	-0.3	-11	7

# (continued)
# Results follow in this order: GPR151 ag	FBW7 act	TEAD-YAP inh	MITF inh
Cc1cccc(C2N3CC4(C)CN2CC(C)(C3)C4)c1 (centres undefined)
 : 0.3	-0.1	-3	5
CC(=O)Nc1nc2c(s1)C(=O)NCCC2
 : -1.6	0.1	11	11
CC1CCc2nc3ccccc3c(C(=O)OCC(=O)N3CC(=O)Nc4ccccc43)c2C1 (centres undefined)
 : 1.3	0.0	-4	-5
CC(C(=O)N(C)c1ccccc1)N1C(=O)NC2(CCCCC2)C1=O (centres undefined)
 : 0.4	0.5	-6	9
CC(C)C(=O)NCCc1csc(-c2cccc(F)c2)n1
 : 2.8	0.1	-36	6

# Screening data (PubChem)
